Assay outcomes from PubChem.
PfHsp90 yeast 2: reduces growth (ATP signal) of yeast expressing P. falciparum Hsp90 | S. cerevisiae expressing PfHsp90, BacTiter-Glo ATP, 48 h; yeast lacking PDR1 and PDR3 efflux regulators | inhibition, % at 9.4 µM | 310,000 tested, 0.32% active;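 active = every replicate shows inhibition above about 80%, whatever the replicate mean, limit read from the data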;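 note: 0% = DMSO neutral controls and 100% = 20 µM radicicol positive controls; yeast relying on Plasmodium falciparum Hsp90 in place of its own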
HTR5A inv ctr: HTR5A inverse agonism, opioid heterodimer counter-screen; inhibition, % at 9.3 µM; 340,000 tested, 0.083% active; HTR5A cell line, luminescence; in the data active = inhibition mostly above about 23%, no sharp cut-off; inactive = mostly below about 18%;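 note: 0% = cells with DMSO and 100% = no-cell wells with DMSO; some compounds called inactive have numbers as strong as hits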
OPRM1-OPRD1 inv: inverse agonists of human mu-delta opioid receptor heterodimerization. cell-based MOR-DOR heterodimer luminescence, inverse agonism. inhibition, % at 9.3 µM. P35372+P41143. 340,000 tested, 0.21% active; in the data active = inhibition above about 22%, passing the limit was not always enough;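 note: 0% = cells with DMSO and 100% = wells without cells with DMSO; values of inactives mirror those of a sister screen read the other way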
Target sequence (P35372 whole entry, looked up): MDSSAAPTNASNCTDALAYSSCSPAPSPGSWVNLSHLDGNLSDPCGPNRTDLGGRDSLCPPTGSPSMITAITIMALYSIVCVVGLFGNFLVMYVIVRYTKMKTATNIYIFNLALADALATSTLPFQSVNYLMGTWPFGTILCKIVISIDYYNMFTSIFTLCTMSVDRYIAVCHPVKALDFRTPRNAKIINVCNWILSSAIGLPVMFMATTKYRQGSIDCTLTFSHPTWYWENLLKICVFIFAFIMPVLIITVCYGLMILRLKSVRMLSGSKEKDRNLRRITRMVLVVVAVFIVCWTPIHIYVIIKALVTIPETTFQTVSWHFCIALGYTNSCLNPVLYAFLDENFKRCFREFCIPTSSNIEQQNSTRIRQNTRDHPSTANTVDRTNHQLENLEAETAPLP
Target sequence (P41143 whole entry, looked up): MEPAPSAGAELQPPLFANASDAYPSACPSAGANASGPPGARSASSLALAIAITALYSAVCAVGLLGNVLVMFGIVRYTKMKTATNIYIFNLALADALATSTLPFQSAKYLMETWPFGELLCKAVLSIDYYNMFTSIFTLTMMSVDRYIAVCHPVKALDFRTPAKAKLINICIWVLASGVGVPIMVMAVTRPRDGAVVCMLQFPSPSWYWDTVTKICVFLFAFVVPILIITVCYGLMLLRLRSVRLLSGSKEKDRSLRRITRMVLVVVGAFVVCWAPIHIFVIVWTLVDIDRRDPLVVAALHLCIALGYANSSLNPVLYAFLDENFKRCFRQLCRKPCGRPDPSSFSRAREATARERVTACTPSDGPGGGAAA
Ecoli viability: reduces bacterial viability in AddAB counter-screen; AID 449728; inhibition, % at 11.9 µM; E. coli V3065 growth, OD600 absorbance, 18 h; 330,000 tested, 0.27% active;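 active = inhibition above the campaign's mean inhibition across all tested compounds plus 3 SD, cut at about 9.9% in these data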;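 note: uninfected addAB+ strain grown without phage in ampicillin broth; 0% = DMSO wells and 100% = ciprofloxacin 0.95 µg/ml wells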
phage Ecoli inh: E. coli growth loss with phage present. growth absorbance. inhibition, % at 11.9 µM. 360,000 tested, 0.26% active. AID 651602; in the data active = inhibition above about 11%
PKA-R1A act: activators of PKA-R1A complex. PKA-R1A dissociation, Cy5-IP20 fluorescence polarization; scaled: DMSO 0%, 113 µM cGMP 100%. activation, % at 11.4 µM. 340,000 tested, 0.083% active. AID 504707;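 active = percent activation above the mean of all tested compounds plus 3 SD, cut at about 19% in these data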;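 note: higher means more PKAc released from R1A so a rise in polarization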
SUMO Mot1 rescue: SUMOylation pathway inhibition by Mot1-301 growth rescue | S. cerevisiae Mot1-301 growth rescue, ATP luminescence, 38.5C; percent above DMSO median, 100 means doubled | growth rescue, % at 18.8 µM | 320,000 tested, 1% active | AID 2716;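 active = every valid replicate shows activation above 250% relative to neutral control wells; inactive = the rest, any valid replicate at or below 250%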;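 note: OY570 slx delta 5 strain wells were the positive control but not used for scaling; some compounds called inactive have numbers as strong as hits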
HTR5A ag: counter-screen for OPRM1-OPRD1 agonists: human HTR5A agonism. HTR5A agonist assay, luminescence, cell-based. activation, % at 9.3 µM. 340,000 tested, 0.61% active; in the data active = activation mostly above about 9.5%, no sharp cut-off; inactive = mostly below about 7.6%;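 note: 0% = cells with vehicle only and 100% = reference agonist; strong numbers were not always called active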
OPRM1-OPRD1 ag: OPRM1-OPRD1 heterodimerization agonism; cells, luminescence; activation, % at 9.3 µM; 340,000 tested, 0.3% active; in the data active = activation above about 18%;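 note: 0% = vehicle-treated cells and 100% = reference agonist; values of inactives mirror those of a sister screen read the other way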
Pemphigus Ab inh: inhibitors of pemphigus antibody binding to human desmoglein-3; binding (percent of control), % at 10 µM; 310,000 tested, 0.48% active; DSG3-coupled beads, scFv-anti-DSG3-GFP binding, flow cytometry; stronger effect = lower value; P32926;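 active = binding more than 3 SD below its plate's average and above zero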;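 note: hits lower antibody fragment binding to DSG3; some compounds called inactive have numbers as strong as hits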
AddAB inh: less growth of phage-infected E. coli with AddAB. E. coli expressing H. pylori AddAB, absorbance growth. inhibition, % at 11.9 µM. 330,000 tested, 0.29% active. AID 435030; in the data active = inhibition above about 12%;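 note: 0% = vehicle wells of infected cells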
The depositor's hits bear a star; . = no result given. An unsorted share of the library, and some 3.2% of all compounds hit somewhere here.

1. Cc1ccc(NC(=O)CN(C)C(=O)c2cc(-c3ccccc3)nn2-c2ccccc2)cc1
2. O=C(NC(=S)Nc1ccc(Cl)cn1)C12CC3CC(CC(C3)C1)C2
3. COC(=O)C(C)n1cnc2c(nnn2-c2ccc(F)cc2)c1=O (stereo not given)
4. COCc1cc(=O)[nH]c(SCC(=O)N2CCOCC2)n1
5. CC(C)[C@H](NC(=O)N1c2ccccc2NC(=O)[C@@H]1C(C)C)C(=O)N[C@@H](Cc1ccccc1)C(=O)O
6. O=C(CN1CCN(S(=O)(=O)c2ccc3ccccc3c2)CC1)Nc1ccc2c(c1)CCC2
7. O=C(C1CCOCC1)N1CCC(CO)(CCc2ccccc2)CC1
8. COc1ccc(/C=N/NC(=O)c2ccccc2O)cc1Cn1nnc2ccccc21
entry no.	1	2	3	4	5	6	7	8
PfHsp90 yeast 2	-20	-17	1	-12	-1	-48	-2	-1
HTR5A inv ctr	7	8	-1	14	-2	-9	-7	18
OPRM1-OPRD1 inv	-5	-22	11	7	14	-23	14	22
Ecoli viability	.	2.6	1.6	-0.8	-1.0	-2.7	-0.6	-1.3
phage Ecoli inh	2.9	2.4	1.2	2.3	2.3	-0.4	3.2	4.4
PKA-R1A act	2	-3	-4	-7	-1	1	-3	-8
SUMO Mot1 rescue	.	11	-17	26	-29	6	-18	5
HTR5A ag	-1	8	0	2	0	7	3	-6
OPRM1-OPRD1 ag	1.0	3.0	-1.8	-1.0	-2.8	4.3	-2.5	-4.4
Pemphigus Ab inh	105	111	103	102	105	116	102	86
AddAB inh	.	2.2	-1.4	-0.5	2.9	1.3	2.6	2.1

9. CCN(C(=O)CSc1nc(C)nc2sc(C)c(C)c12)c1ccc(F)cc1
10. Cc1ccc(C)c(SCC(=O)OCC(=O)Nc2ncc(C(F)(F)F)cc2Cl)c1
11. Oc1ccc(Cl)cc1Sc1cc(Cl)ccc1O
12. CCOc1ccc(Br)cc1S(=O)(=O)Nc1ccc(S(=O)(=O)Nc2cc(C)on2)cc1
13. O=C(c1nc2nc(-c3ccccc3)cc(C(F)(F)F)n2n1)N1CCCCC1
14. Cc1[nH][nH]c(=O)c1C(c1ccc(O)c(Br)c1)c1c(C)[nH][nH]c1=O
15. CC1C(=O)OC(c2ccc(Cl)cc2)C(C)(C)C1=O (stereo not given)
16. O=C(O)c1cc(S(=O)(=O)Nc2ccc3c(c2)OCCO3)c(Cl)cc1Cl
entry no.	9	10	11	12	13	14	15	16
PfHsp90 yeast 2	7	1	102*	10	35	-14	-19	-15
HTR5A inv ctr	-3	13	-1	-2	9	-7	-10	4
OPRM1-OPRD1 inv	5	-31	-37	12	-4	18	14	5
Ecoli viability	1.2	-1.3	.	1.1	1.7	3.0	.	2.6
phage Ecoli inh	0.9	3.4	12*	3.0	0.4	1.0	2.8	1.2
PKA-R1A act	-10	-17	-11	-3	6	10	-9	-14
SUMO Mot1 rescue	2	3	.	-7	0	171	-9	2
HTR5A ag	1	-1	0	0	8	2	3	-2
OPRM1-OPRD1 ag	-1.2	4.4	7.1	-2.4	0.7	-4.0	-3.1	-1.0
Pemphigus Ab inh	103	106	98	119	104	103	85	112
AddAB inh	2.9	1.8	.	2.9	2.6	4.8	.	5.9

17. O=C(N/N=C/c1ccccc1C(=O)O)c1cccc(S(=O)(=O)N2CCOCC2)c1
18. Cc1ccc(C(=O)N=c2sccn2C)cc1C
19. C[C@H](CO)N1C[C@H](C)[C@@H](CN(C)C)Oc2c(NS(=O)(=O)c3ccc(F)cc3)cccc2C1=O
20. Cc1ncoc1C(=O)N1CCCC(C(=O)c2ccc(Oc3ccccc3)cc2)C1 (stereo not given)
21. Cc1nnc(SCC(=O)NC(=O)NCc2ccco2)n1Cc1ccccc1
22. Brc1ccc(C2Nc3cccc4cccc(c34)N2)s1
23. Cc1ccnc(NC(=O)c2cccc(S(=O)(=O)N3CCCc4ccccc43)c2)c1
24. COC(=O)Nc1ccc(S(=O)(=O)N2CCN(c3ccc(F)cc3)CC2)cc1
entry no.	17	18	19	20	21	22	23	24
PfHsp90 yeast 2	17	12	24	6	.	-17	.	.
HTR5A inv ctr	5	10	8	-24	9	1	1	-7
OPRM1-OPRD1 inv	13	11	12	8	9	-4	-12	-19
Ecoli viability	-0.5	1.8	-1.0	-1.3	-1.7	-1.7	0.1	0.1
phage Ecoli inh	0.5	0.4	0.5	5.0	1.8	1.7	2.4	-4.6
PKA-R1A act	3	-9	-7	-10	8	-12	-4	11
SUMO Mot1 rescue	-5	-10	6	-16	-19	-2	33	3
HTR5A ag	-2	5	2	7	-4	0	0	3
OPRM1-OPRD1 ag	-3.3	-2.1	-2.0	-1.3	-1.8	0.8	2.3	3.2
Pemphigus Ab inh	.	.	106	86	98	90	104	.
AddAB inh	-0.3	2.8	4.4	3.1	2.4	-0.5	6.6	2.4

Sorted by number of heavy atoms (smallest number first): part of the list above
18. Cc1ccc(C(=O)N=c2sccn2C)cc1C
15. CC1C(=O)OC(c2ccc(Cl)cc2)C(C)(C)C1=O (stereo not given)
22. Brc1ccc(C2Nc3cccc4cccc(c34)N2)s1
14. Cc1[nH][nH]c(=O)c1C(c1ccc(O)c(Br)c1)c1c(C)[nH][nH]c1=O
16. O=C(O)c1cc(S(=O)(=O)Nc2ccc3c(c2)OCCO3)c(Cl)cc1Cl
13. O=C(c1nc2nc(-c3ccccc3)cc(C(F)(F)F)n2n1)N1CCCCC1
17. O=C(N/N=C/c1ccccc1C(=O)O)c1cccc(S(=O)(=O)N2CCOCC2)c1
12. CCOc1ccc(Br)cc1S(=O)(=O)Nc1ccc(S(=O)(=O)Nc2cc(C)on2)cc1
19. C[C@H](CO)N1C[C@H](C)[C@@H](CN(C)C)Oc2c(NS(=O)(=O)c3ccc(F)cc3)cccc2C1=O
entry no.	18	15	22	14	16	13	17	12	19
PfHsp90 yeast 2	12	-19	-17	-14	-15	35	17	10	24
HTR5A inv ctr	10	-10	1	-7	4	9	5	-2	8
OPRM1-OPRD1 inv	11	14	-4	18	5	-4	13	12	12
Ecoli viability	1.8	.	-1.7	3.0	2.6	1.7	-0.5	1.1	-1.0
phage Ecoli inh	0.4	2.8	1.7	1.0	1.2	0.4	0.5	3.0	0.5
PKA-R1A act	-9	-9	-12	10	-14	6	3	-3	-7
SUMO Mot1 rescue	-10	-9	-2	171	2	0	-5	-7	6
HTR5A ag	5	3	0	2	-2	8	-2	0	2
OPRM1-OPRD1 ag	-2.1	-3.1	0.8	-4.0	-1.0	0.7	-3.3	-2.4	-2.0
Pemphigus Ab inh	.	85	90	103	112	104	.	119	106
AddAB inh	2.8	.	-0.5	4.8	5.9	2.6	-0.3	2.9	4.4

Next section
25. O=C(CN1CCOCC1)Nc1nc2ccc([N+](=O)[O-])cc2s1
26. COc1ccccc1C1CC(c2ccc(Br)cc2)=NN1C(=O)c1cccnc1 (stereo not given)
27. Cc1ccc(-n2cnc3cc(NCc4cccs4)ccc32)cc1
28. Cn1c(CCc2nc3ccccc3[nH]2)n[nH]c1=S
29. Cc1ccc(C2CCN(C(=S)NC3CCCCC3)C2)cc1 (stereo not given)
30. CCOc1ccc(C(C(=O)NCC2CCCO2)N(C(=O)c2snc(C(N)=O)c2N)c2ccccc2F)cc1 (stereo not given)
31. Cc1ccccc1C(=O)N1N=C(c2ccc(NS(C)(=O)=O)cc2)CC1c1cccs1 (stereo not given)
32. COc1ccc(C(=O)CSc2nnc(CNc3nc(-c4ccccc4)cs3)n2C)cc1
entry no.	25	26	27	28	29	30	31	32
PfHsp90 yeast 2	2	-12	-6	-15	-10	6	-32	17
HTR5A inv ctr	12	18	23	14	-5	-26	-3	1
OPRM1-OPRD1 inv	-18	11	7	12	-2	2	11	9
Ecoli viability	0.6	1.5	1.0	-0.1	3.3	-0.4	-0.8	-1.4
phage Ecoli inh	-0.2	1.3	-0.2	5.0	2.3	-2.0	0.7	-0.3
PKA-R1A act	1	-3	-5	0	-9	1	-2	-5
SUMO Mot1 rescue	8	-5	-25	-13	11	-10	11	-6
HTR5A ag	-4	-2	0	-6	-2	3	1	-2
OPRM1-OPRD1 ag	2.5	-2.1	-1.5	-2.2	0.4	-0.3	-2.1	-2.2
Pemphigus Ab inh	97	109	106	94	96	112	102	97
AddAB inh	-0.2	4.8	0.0	1.2	1.4	-0.2	-0.5	-0.1

33. Cc1ccc(NC(=O)CSc2nc(O)c(Cc3ccccc3)c(=O)n2-c2ccccc2)cc1
34. Cc1cccc(-n2ncc3c(NCCCO)ncnc32)c1
35. Cc1ccc(/C=C/C(=O)NCC2COc3ccccc3O2)o1 (stereo not given)
36. O=C(NCC(c1cccs1)N1CCOCC1)c1ccccc1NS(=O)(=O)c1cccc([N+](=O)[O-])c1 (stereo not given)
37. Cc1cccc(N(Cc2cc3ccccc3[nH]c2=O)S(=O)(=O)c2ccccc2)c1
38. COCC1CCN(C(=O)c2cc(COc3ccc4c(c3)CCCC4)on2)C1 (stereo not given)
entry no.	33	34	35	36	37	38
PfHsp90 yeast 2	39	15	-5	10	25	-19
HTR5A inv ctr	-15	-13	-6	4	1	-27
OPRM1-OPRD1 inv	15	1	4	2	-15	22
Ecoli viability	-1.3	-0.9	1.2	1.2	-0.7	3.3
phage Ecoli inh	3.7	1.8	5.6	4.2	3.1	2.3
PKA-R1A act	6	1	-9	-5	-4	-2
SUMO Mot1 rescue	63	-13	-8	369	-4	-2
HTR5A ag	-2	5	2	-1	4	2
OPRM1-OPRD1 ag	-3.2	-0.1	-0.5	-0.4	2.8	-6.7
Pemphigus Ab inh	108	103	101	98	124	106
AddAB inh	-1.1	-1.2	1.7	-2.2	2.6	4.4
